Screens: PubChem BioAssay, National Center for Advancing Translational Sciences (NCATS)
TDP1 cell noCPT = qHTS for Inhibitors of human tyrosyl-DNA phosphodiesterase 1 (TDP1): qHTS in cells in absence of CPT | DT40 Tdp1-/- hTDP1 cells, no CPT, ATP luminescence, 48 h | AID 686978, 2013 | 15% of 420,000 active | Potency, µM (titrated, usually from 46.2 µM), for inactives: top-dose activity change, negative = growth inhibition, hits mostly inhibitors; note: nearly all actives have a fitted effect of over 55% in size
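Chicken DT40 Tdp1-/- cells complemented with human TDP1, screened without camptothecin (DMSO vehicle only), 400 cells/well. Compounds pin-transferred, cells incubated at 37 °C for at least 48 hr. Growth read as ATP-dependent luminescence (CellTiter-Glo, 30 min at RT).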
GCN5L2 inh = qHTS Assay for Inhibitors of GCN5L2; Histone acetyltransferase KAT2A (Homo sapiens), Q92830; GCN5L2 HAT assay, ThioGlo1 CoA-SH fluorescence; Potency, µM (doses to about 58.9 µM), for inactives: top-dose activity change, negative = inhibition, most hits filed as inhibitors; 0.21% of 390,000 active
Target sequence (Q92830 whole entry, looked up): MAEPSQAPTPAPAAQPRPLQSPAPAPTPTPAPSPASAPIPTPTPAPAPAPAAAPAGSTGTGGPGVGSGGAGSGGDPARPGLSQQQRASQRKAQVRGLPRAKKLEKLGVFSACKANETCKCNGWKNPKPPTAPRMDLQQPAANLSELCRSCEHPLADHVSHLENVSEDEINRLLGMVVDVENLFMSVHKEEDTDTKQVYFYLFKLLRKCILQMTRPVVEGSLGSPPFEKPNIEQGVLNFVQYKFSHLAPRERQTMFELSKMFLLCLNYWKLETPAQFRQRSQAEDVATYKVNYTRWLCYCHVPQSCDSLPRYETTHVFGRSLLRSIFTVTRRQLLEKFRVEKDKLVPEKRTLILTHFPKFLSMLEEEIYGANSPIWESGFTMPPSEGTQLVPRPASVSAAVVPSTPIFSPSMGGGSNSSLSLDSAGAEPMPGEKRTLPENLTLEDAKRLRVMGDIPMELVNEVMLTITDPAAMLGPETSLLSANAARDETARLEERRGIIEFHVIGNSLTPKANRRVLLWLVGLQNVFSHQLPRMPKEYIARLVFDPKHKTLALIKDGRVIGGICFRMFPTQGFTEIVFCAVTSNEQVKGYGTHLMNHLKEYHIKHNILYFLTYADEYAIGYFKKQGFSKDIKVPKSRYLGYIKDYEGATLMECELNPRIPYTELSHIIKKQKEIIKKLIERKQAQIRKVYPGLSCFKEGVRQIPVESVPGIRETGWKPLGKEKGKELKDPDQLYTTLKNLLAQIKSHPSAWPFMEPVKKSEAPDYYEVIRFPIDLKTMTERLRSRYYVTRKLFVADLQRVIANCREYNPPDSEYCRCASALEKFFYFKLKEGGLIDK
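qHTS, 1536-well. 20nM enzyme, pH 7.5 HEPES/EDTA/Tween-20 buffer; 15 min compound preinc., RT. Start: 75uM H3(1-25), 70uM AcCoA, 50uM ThioGlo1. Read Ex340/Em540 at t=0 (autofluorescence flag) and t=20 min.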
DT40 TDP1 CPT = qHTS for Inhibitors of human tyrosyl-DNA phosphodiesterase 1 (TDP1): qHTS in cells in presence of CPT | 12% of 420,000 active | chicken DT40 Tdp1-/-;hTDP1 cells + 20 nM CPT, ATP luminescence, 48 h | Potency, µM (doses to about 46.2 µM), for inactives: at the top dose activity change, negative = growth inhibition, hits mostly inhibitors | AID 686979, 2013; note: nearly all actives have a fitted effect of over 55% in size
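Cell growth measured by CellTiter-Glo luminescence after a minimum 48 h, 37 C compound exposure with 20 nM CPT in Tdp1-knockout DT40 cells stably expressing hTDP1, seeded 400/well; qHTS titration format.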
Starred values were filed as active, the others as inactive; ? = inconclusive; / = not tested or not shown; [ ] = another dose, or the depositor's remark. Calls come from the whole dose curve; as a rule, active = well fitted curve in the direction sought with a large enough effect; inconclusive = small, poorly fitted or top-dose-only effect, or another doubt; inactive = no such curve, though single readings can be large; an effect the other way counts as inactive or inconclusive. % is set by controls: 0 for no effect and ±100 for the full control effect; potency is the fitted concentration of half-maximal effect.

Start of the data: the first 3 compounds (preview)
Below each SMILES – TDP1 cell noCPT, GCN5L2 inh, DT40 TDP1 CPT
> CC(Nc1oc(-c2ccc(COc3ccccc3)o2)nc1C#N)c1ccccc1 (stereo unspecified)
    9.2µM*, -2%, 6.5µM*
> Cc1cccc(C)c1-n1nnnc1-c1nc2cc(Br)ccc2[nH]c1=O
    -29%, /, ?
> OCC(CO)(CO)NC(=S)Nc1cc(Cl)cc(Cl)c1
    -9%, -8%, 2%

The whole of this part, repeating the preview:
Below each SMILES – TDP1 cell noCPT, GCN5L2 inh, DT40 TDP1 CPT
> CC(Nc1oc(-c2ccc(COc3ccccc3)o2)nc1C#N)c1ccccc1 (stereo unspecified)
    9.2µM*, -2%, 6.5µM*
> Cc1cccc(C)c1-n1nnnc1-c1nc2cc(Br)ccc2[nH]c1=O
    -29%, /, ?
> OCC(CO)(CO)NC(=S)Nc1cc(Cl)cc(Cl)c1
    -9%, -8%, 2%
> O=C(Nc1ccc(F)cc1)Nc1nnc(COc2ccccc2F)s1
    16µM*, -1%, 15µM*
> C/C(=N\Nc1ccc([N+](=O)[O-])cc1)c1ccc2c(c1)OCO2
    -24%, -7%, -11%
> CCCCNC(=O)CNC(=S)N(Cc1cc(OC)c(OC)c(OC)c1)C1CCCC1
    -21%, 9%, 7%
> Cc1nc(Cl)sc1C(=O)Nc1cccc(C(F)(F)F)c1
    -23%, /, -2%
> Nc1c(N(Cc2ccco2)C(=O)COc2ccccc2Cl)c(=O)[nH]c(=O)n1Cc1ccccc1
    -18%, -9%, -6%
> CC(=O)N/C(=C\c1ccc(Br)s1)C(=O)O
    7%, -10%, -4%
> O=C(Nc1cccc(Cl)c1)OCc1cn(-c2ccc(Cl)cc2)nn1
    -2%, 15%, -1%
> CCC(=O)Nc1nnc(S(=O)(=O)N2CCCC2)s1
    0%, -1%, 5%
> CCCC(=O)NC(=S)Nc1ccc(CN2CCOCC2)cc1
    12%, -16%, 4%
> Cc1ccnc(N2C3CCC2CC(O)(c2ccccc2)C3)n1 (stereo unspecified)
    4%, -2%, 10%
> O=C1CN(C(=O)COC(=O)c2ccc(N3CCCCCC3)c([N+](=O)[O-])c2)c2ccccc2N1
    -26%, -6%, 3%
> CCCCSc1cc(=O)n(-c2ccccc2)nc1C(=O)OCC
    -14%, -2%, -16%
> COc1ccccc1-c1cc(C(F)(F)F)nc(S(=O)(=O)CCCC(=O)Nc2cccnc2Cl)n1
    4.6µM*, -1%, 2.1µM*
> O=C(NCCS(=O)(=O)N1CCN(c2ccccc2F)CC1)c1ccc2c(c1)OCO2
    -23%, -6%, -28%
> O=C(NCc1ccc2c(c1)OCO2)c1cc2ccccc2oc1=O
    -14%, -1%, 0%
> Cc1ccccc1OCC(=O)N/N=C/c1cccn1C
    -14%, 2%, -8%
> COc1ccc(C2C(C(C)=O)=C(O)C(=O)N2c2ccc(Br)cc2)cc1 (stereo unspecified)
    -26%, -11%, 5%
> CN1CCN(c2ccc(NC(=O)CSc3nnnn3-c3ccccc3F)cc2)CC1
    -22%, -5%, ?
> Cc1nn(C)c2ncc(C(=O)c3cc(F)ccc3O)cc12
    ?, -6%[0.501 µM], ?
> CN(c1ccc(F)cc1)S(=O)(=O)c1ccc(Cl)c(C(=O)NC2(C)CCS(=O)(=O)C2)c1 (stereo unspecified)
    ?, 1%, -22%
> COCCn1nnnc1SCC(=O)N1CCCCC1
    4%, -9%, -17%
> Clc1ccc(CNC2CCCC2)c(Cl)c1
    -21%, -6%, -3%
> Cc1ccccc1CNC(=O)c1ccc(Cl)c([N+](=O)[O-])c1
    ?, -1%, ?
> COc1ccc(NC(=O)CSc2nnc3ccc(-c4ccncc4)nn23)cc1OC
    5%, 10%, -19%
> C[C@H](CO)N1C[C@H](C)[C@@H](CN(C)C(=O)NC2CCCCC2)Oc2c(NS(=O)(=O)c3ccccc3)cccc2C1=O
    0%, -6%, -8%
> C=CCOc1cccc(/C=N/NC(=O)CN2CCCCC2)c1
    8%, 0%, -2%
> O=C(CN1CCN(c2ccccn2)CC1)Nc1cccc(S(=O)(=O)N2CCCC2)c1
    16µM*, -16%, ?

Continued:
Below each SMILES – TDP1 cell noCPT, GCN5L2 inh, DT40 TDP1 CPT
> COC(=O)/C=C1\SC(=Nc2ccccc2)NC1=O
    -5%, -3%, -16%
> CCOc1ccccc1NC(=O)Cn1c(=O)n(Cc2ccccc2)c(=O)c2c(C)c(C(=O)N(C)C)sc21
    1%, -8%, -24%
> Cc1ccccc1NC(=O)Cn1cc(C(=O)c2cccs2)c2ccccc21
    ?, 11%, ?
> CC(C)[C@H](NC(=O)c1ccc(F)cc1)C(=O)OCC(=O)NC(=O)c1cccn1C
    -6%, 32%[activator], 14%
> CC1CCCC(C)N1CCCNC(=O)c1ccc2nc(N3CCOCC3)sc2c1 (stereo unspecified)
    -2%, -8%, -14%
> CCOC(=O)c1cnc2ccc(OC)cc2c1NCc1ccccc1
    ?, -8%, ?
> Cc1cc2c(n1-c1ccc(C(N)=O)cc1)CC(C)(C)CC2=O
    -13%, 0%, 0%
> CNC(=O)OCc1ncn(-c2ccccc2)c1COC(=O)NC
    -9%, /, -11%
> CCOC(=O)C1(Cc2cccc(Cl)c2)CCCN(C(=O)c2cn[nH]c2)C1 (stereo unspecified)
    0%, -2%, -18%
> COC(=O)c1ccc(C23CC4(C2)[C@H](CN(Cc2ccc(-c5ccccc5)cc2)[C@@H]4c2ccccc2)C3c2ccc(Cl)nc2)cc1 (stereo partly specified)
    -13%, 4%, -1%
> NC(=O)c1ccc(NC(=O)CS(=O)(=O)c2cn(CC(=O)N3CCCC3)c3ccccc23)cc1
    13%, 3%, 2%
> N#CCc1ccc(NC(=O)c2ccc(S(=O)(=O)N3CCCC3)cc2)cc1
    -15%, -4%, -3%
> CCn1c(N)c(C(=O)NCCOC)sc1=S
    0%, -12%, -3%
> CCn1c(=O)cc(SCC(=O)Nc2cccc(SC)c2)c2ccccc21
    ?, -9%, -25%
> CCOC(=O)c1sc(NC(=O)C2CC(=O)N(c3ccccc3C)C2)nc1C (stereo unspecified)
    -17%, -1%, -5%
> Cc1ccc(-c2cc(C(=O)Nc3cnn(C(C)C)c3)no2)cc1
    ?, -4%, ?
> CCOC(=O)C1CCN(C(=O)c2cccc(NS(=O)(=O)c3ccc(F)c(F)c3)c2)CC1
    -12%, -2%, -10%
> CSc1nsc(SC)c1C(=O)OCC(F)(F)F
    -23%, -1%, -20%
> N=c1oc2cc(O)ccc2cc1C(=O)Nc1ccc(Br)cc1
    ?, -5%, ?
> CC1=C(C(=O)OCc2ccccc2)C(c2ccccc2OS(=O)(=O)c2ccccc2[N+](=O)[O-])NC(=O)N1CCCC(=O)O (stereo unspecified)
    ?, /, -13%
> O=C(O)CN=C1NC2(CCCC2)Cc2ccccc21
    2%, -12%, 4%
> Cc1ccc(-n2c(-c3ccc(Cl)cc3)n[nH]c2=S)cc1
    -9%, -3%, -3%
> O=C(OCCN(C1=NS(=O)(=O)c2ccccc21)c1ccccc1Cl)c1ccc(Cl)cc1
    ?, -2%, 18µM*
> COc1cccc(NS(=O)(=O)c2ccc3c(c2)C2C=CCC2C(c2ccc(C(=O)O)cc2)N3)c1 (stereo unspecified)
    -11%, ?, -9%
> C(/C=C/c1ccco1)=N/N1CCN(c2ccccc2)CC1
    -13%, -6%, -21%
> Cc1ccc(/C=N\NC(=O)C2CN(S(=O)(=O)c3ccccc3)CCN2S(=O)(=O)c2ccccc2)cc1 (stereo unspecified)
    18µM*, -8%, ?
> O=C(Cc1cccs1)Nc1ccc(Cl)cc1
    ?, 1%, -20%
> CC(C)CN(Cc1cc2ccccc2[nH]c1=O)C(=O)c1cccnc1
    2%, 0%, -24%
> C=CCSc1nc2sc(C)c(C)c2c(=O)[nH]1
    ?, -2%, ?
> O=S(=O)(c1ccccc1F)N1CCN(CCc2ccccc2)CC1
    ?, -3%, -14%

The list goes on:
Below each SMILES – TDP1 cell noCPT, GCN5L2 inh, DT40 TDP1 CPT
> CCOC(=O)c1sc(NS(=O)(=O)c2ccc(NC(C)=O)cc2)nc1C
    -27%, -21%, -26%
> O=[N+]([O-])c1cccc(NC(=S)Nc2nc(-c3ccccc3Cl)cs2)c1
    18µM*, 2%, ?
> COc1ccc(NC(=O)CN2CCCN(Cc3ccccc3)S2(=O)=O)cc1
    ?, -4%, ?
> O=C(CNC(=O)c1cccc(F)c1)N/N=C/c1cc(Br)ccc1OCc1ccccc1
    ?, -7%, ?
> Nc1ccc(S(=O)(=O)Nc2nccc(/C=C/c3ccccc3F)n2)cc1
    4%, -4%, 6%
> O=C(c1ncc[nH]1)c1ccccc1C(=O)N1CCOCC1
    -1%, -5%, -17%
> CC1CCCCC12NC(=O)N(CC(=O)c1ccc3c(c1)OCO3)C2=O (stereo unspecified)
    -9%, -4%, -12%
> COc1ccc(S(=O)(=O)NC2CC(=O)N(c3ccc4c(c3)OCCO4)C2)cc1 (stereo unspecified)
    0%, -5%, 6%
> COc1ccc(-c2csc(CCn3nc(C)cc3C)n2)cc1
    ?, -6%, ?
> CN(C)c1ccc(CNS(=O)(=O)c2ccc3c(c2)NC(=O)CS3)cc1
    -23%, -1%, -29%
> CCCCCn1c(NC(=O)c2ccco2)c(S(=O)(=O)c2ccc(C)cc2)c2nc3ccccc3nc21
    18µM*, -28%, 21µM*
> Cc1ccccc1S(=O)(=O)Cc1ccc(C(=O)N2CCN(c3ccc(F)cc3)CC2)o1
    ?, 0%, 16µM*
> COCCn1c(-c2ccc(C#N)cc2)nc2c1c(=O)[nH]c(=O)n2Cc1ccccc1
    ?, -14%, -19%
> COc1ccc(-c2nc3cc(C)c(Br)c(C)n3c2Cc2cccc(F)c2)cc1OC
    ?, /, ?
> Cc1cc(F)ccc1NC(=O)CCS(=O)(=O)c1cc2c3c(c1)CCN3C(=O)CC2
    -7%, -6%, -30%
> CCC(C)NS(=O)(=O)c1ccc(NC(=O)C2CCCO2)cc1 (stereo unspecified)
    -16%, -1%, -5%
> COc1ccc(C(=O)NCCc2nnc3ccc(SCC(=O)N4CCOCC4)nn23)cc1
    8%, 2%, 11%
> COc1ccc(-c2oc3ncnc(NCCCN4CCOCC4)c3c2-c2ccc(OC)cc2)cc1
    18µM*, -1%, ?
> O=C(O)CC(Cc1ccccc1)(C(=O)O)c1ccccc1 (stereo unspecified)
    -2%, 1%, -13%
> O=Cc1nccc2ccccc12
    6.5µM*, /, 9.2µM*
> CCCn1c(=S)[nH]c2cc(C(=O)N3CCN(C)CC3)ccc2c1=O
    -23%, /, -17%
> CC(C)Cn1c(C23CC4CC(CC(C4)C2)C3)n[nH]c1=S
    ?, -10%, ?
> CCCC(O)(c1ccc(Cl)cc1)C(CN1CCOCC1)c1ccc(Cl)cc1 (stereo unspecified)
    ?, ?, ?
> CN(C)/C=C1\NC(=S)N(c2ccc(Cl)cc2)C1=O
    -5%, -3%, -14%
> COc1cccc(C(=O)O[C@H]2[C@H](Cc3ccccc3)NS(=O)(=O)[C@H]3C[C@@H]4C=C[C@]23O4)c1
    ?, -2%, ?
> CCc1nn(CC(=O)NC2CC2)c(=O)c2cc3c(OC)cccc3n12
    ?, -2%, -9%
> COC(=O)c1cc2c(cc1Cl)SC(=NCCCN1CCOCC1)NS2(=O)=O
    -11%, -8%, -21%
> C=CCNC(=O)c1c(N)n(-c2cccc(S(N)(=O)=O)c2)c2nc3ccccc3nc12
    12µM*, -25%, 15µM*
> CCCC1=C/C(=C/c2ccc(-c3ccccc3OC)o2)C(=O)O1
    ?, -26%, -11%
> O=C(CSCc1ccccc1)NCc1ccc2c(c1)OCO2
    -7%, 0%, -4%
> COc1cc(C(=O)N2CCN(c3ccc(Nc4ccc(C)cc4)nn3)CC2)cc(OC)c1OC
    ?, 3%, ?
> CCOc1cc(C2NC(=O)N(C)C(C)=C2[N+](=O)[O-])ccc1OC(C)=O (stereo unspecified)
    2%, -1%, -7%
> COC(=O)c1c(-c2ccccc2)c[nH]c1C
    -4%, 1%, -5%

3 compounds picked at random from those above, as already listed:
Below each SMILES – TDP1 cell noCPT, GCN5L2 inh, DT40 TDP1 CPT
> CCOC(=O)c1sc(NS(=O)(=O)c2ccc(NC(C)=O)cc2)nc1C
    -27%, -21%, -26%
> COC(=O)c1cc2c(cc1Cl)SC(=NCCCN1CCOCC1)NS2(=O)=O
    -11%, -8%, -21%
> O=Cc1nccc2ccccc12
    6.5µM*, /, 9.2µM*
